Mtb UGM inh – inhibitors of M. tuberculosis UDP-galactopyranose mutase | P9WIQ1 | purified UGM, fluorescence polarization probe displacement | inhibition, % at 10 µM | actives 0.06% (n = 320,000) | AID 504406; in the data active = inhibition above about 10%, passing the limit was not always enough; inconclusive = no clear call, values can overlap the other calls
Target sequence (P9WIQ1 whole entry, looked up): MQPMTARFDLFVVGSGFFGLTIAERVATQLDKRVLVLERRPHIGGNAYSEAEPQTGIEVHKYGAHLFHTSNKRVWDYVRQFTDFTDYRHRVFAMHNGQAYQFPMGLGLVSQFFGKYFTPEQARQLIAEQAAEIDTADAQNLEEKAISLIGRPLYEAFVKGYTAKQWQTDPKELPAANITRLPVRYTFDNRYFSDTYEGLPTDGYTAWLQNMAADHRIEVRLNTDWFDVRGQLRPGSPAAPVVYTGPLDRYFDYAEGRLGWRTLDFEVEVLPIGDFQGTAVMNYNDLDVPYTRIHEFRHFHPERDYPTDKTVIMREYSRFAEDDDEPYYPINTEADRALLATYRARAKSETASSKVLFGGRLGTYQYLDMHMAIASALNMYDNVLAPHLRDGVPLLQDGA
BoNT F protease – BoNT F light chain protease inhibition; Multiplex microsphere protease cleavage assay, flow cytometry; AID 588497; inhibition, % at 10 µM; actives 0.22% (n = 360,000); in the data active = inhibition above about 35%, passing the limit was not always enough; inconclusive = no clear call, values can overlap the other calls; also: plate controls were buffer without enzyme for full effect and enzyme alone for no effect
GDH-TPI counter – GDH-TPI coupled enzyme inhibition counter-screen. GDH-TPI coupled enzyme counterscreen, NADH absorbance. inhibition, % at 4.8 µM. actives 1.2% (n = 360,000); in the data active = inhibition above about 30%;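 also: 0% = DMSO wells and 100% = wells lacking the enzyme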
FadD28 FP inh – blocks FadD28 binding to the bisubstrate probe. fluorescence polarization. inhibition, % at 12.5 µM. actives 0.22% (n = 360,000). AID 588549; in the data active = inhibition above about 8.5%, passing the limit was not always enough; inconclusive = no clear call, values can overlap the other calls
BoNT-A LC inh2 – BoNT A light chain protease inhibition; multiplex microsphere protease substrate cleavage, flow cytometry; inhibition, % at 10 µM; actives 0.17% (n = 360,000); also: plate controls were buffer without enzyme for full effect and enzyme alone for no effect
Mtb BioA inh – inhibitors of Mycobacterium tuberculosis BioA enzyme; inhibition, % at 9.99 µM; purified M. tuberculosis BioA enzyme, plate reader; actives 0.096% (n = 360,000); in the data active = inhibition above about 40%; inconclusive = no clear call, values can overlap the other calls
PfHsp40 rescue – restores yeast growth despite PfHsp40 toxicity | S. cerevisiae expressing PfHsp40, growth rescue, ATP luminescence | growth rescue, % at 12.5 µM | actives 0.68% (n = 340,000); in the data active = growth rescue above about 28%, passing the limit was not always enough; inconclusive = no clear call, values can overlap the other calls;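 also: yeast W303a lacking pdr1 and pdr3 grown in galactose medium; growth measured after three days at 30 °C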
Anthrax LF prot – blocks Bacillus anthracis lethal factor protease | multiplex microsphere protease cleavage assay, LF | inhibition, % at 10 µM | AID 588501 | P15917 | actives 0.12% (n = 360,000); also: plate controls were buffer without enzyme for full effect and enzyme alone for no effect
Mtb FBA inh – inhibitors of M. tuberculosis fructose-bisphosphate aldolase; P9WQA3; purified M. tuberculosis FBA, fluorescence read-out; inhibition, % at 1 µM; actives 2.3% (n = 360,000); AID 588726; in the data active = inhibition above about 27%;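 also: 0% = vehicle and 100% = reference inhibitor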
Target sequence (P9WQA3 whole entry, looked up): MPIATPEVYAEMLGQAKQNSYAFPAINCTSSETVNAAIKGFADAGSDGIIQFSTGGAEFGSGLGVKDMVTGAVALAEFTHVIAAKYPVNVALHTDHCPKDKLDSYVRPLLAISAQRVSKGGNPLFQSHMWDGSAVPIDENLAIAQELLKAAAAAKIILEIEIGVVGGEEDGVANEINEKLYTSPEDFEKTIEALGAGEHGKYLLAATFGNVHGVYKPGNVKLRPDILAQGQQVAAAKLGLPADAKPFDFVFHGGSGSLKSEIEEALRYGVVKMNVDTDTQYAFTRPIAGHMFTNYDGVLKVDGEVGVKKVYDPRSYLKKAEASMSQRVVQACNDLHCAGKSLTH
* = called active by the depositor; ? = inconclusive; · = not tested or not shown. Rule as the data show it, unless noted: active = inhibition above about 30%; inconclusive = no clear call, values can overlap the other calls; inactive = below that.

The first two entries, to show the layout:
SMILES	Mtb UGM inh	BoNT F protease	GDH-TPI counter	FadD28 FP inh	BoNT-A LC inh2	Mtb BioA inh	PfHsp40 rescue	Anthrax LF prot	Mtb FBA inh
CC(C)Cn1c(N)c(C(=O)CSc2ccccc2)c(=O)n(C)c1=O	-0.5	-2	7	-3.8	-0.5	-0.5	0.2	1	1
O=C1CCC[C@H]2c3[nH]c4ccccc4c3CCN12	2.8	-3	-3	-2.3	0.1	-1.7	-0.6	-2	3

The listing, previewed entries included:
SMILES	Mtb UGM inh	BoNT F protease	GDH-TPI counter	FadD28 FP inh	BoNT-A LC inh2	Mtb BioA inh	PfHsp40 rescue	Anthrax LF prot	Mtb FBA inh
CC(C)Cn1c(N)c(C(=O)CSc2ccccc2)c(=O)n(C)c1=O	-0.5	-2	7	-3.8	-0.5	-0.5	0.2	1	1
O=C1CCC[C@H]2c3[nH]c4ccccc4c3CCN12	2.8	-3	-3	-2.3	0.1	-1.7	-0.6	-2	3
CC(C)n1c(S(=O)(=O)O)nc2ccccc21	-0.3	-1	3	0.4	-1.5	-2.5	-1.3	-8	3
O=C(N/N=C\c1ccc([N+](=O)[O-])o1)c1cncc(Br)c1	0.6	?	22	1.2	2.6	2.9	-0.4	-1	-5
O=C(Oc1coc(CSc2nnc(NC(=O)C3CC3)s2)cc1=O)c1c(F)cccc1F	-1.1	-4	12	1.5	48*	-0.4	-1.1	-5	6
CC1=C(C(=O)NC2CCCCC2C)C2(CCC(C)CC2)OC1=O (stereo unspecified)	-1.2	-9	5	-5.6	-0.6	0.1	0.3	-5	-1
CCc1ccc(NC(=O)NCC2CCN(c3ccc(OC)cc3)C2)cc1 (stereo unspecified)	-1.1	-29	9	-1.4	0.5	-0.5	0.1	-12	1
COc1cc(-c2cc(-c3ccccc3)nc(SCC(=O)Nc3nccs3)c2C#N)cc(OC)c1OC	1.2	1	10	-0.1	0.4	-0.7	-0.9	-1	-1
O=C(CCCCCn1c(=O)[nH]c2ccsc2c1=O)N1CCCCC1	1.0	13	-5	-3.7	0.8	9.2	0.9	1	3
COc1cc2ncnc(NCc3ccccc3Cl)c2cc1OC	0.4	-11	-2	-6.6	-0.4	·	1.5	-4	3
O=c1nccc(N/N=C/c2ccccc2)[nH]1	-3.0	-1	15	-2.9	-0.3	0.0	1.6	-2	-3
O=C(C1=C[C@H](c2ccc3c(c2)OCO3)C[C@H](OCCCCO)O1)N1CCN(Cc2ccc3c(c2)OCO3)CC1	-3.1	4	-3	-1.4	0.0	-0.6	-1.3	4	2
COC(=O)c1[nH]c2cc(OC)ccc2c1NC(=O)CCN1CCCCC1	3.6	-2	7	-3.7	0.2	-1.8	0.0	-1	-2
CCN(CC)c1ccc(/C=N/NS(=O)(=O)c2ccc(C)c([N+](=O)[O-])c2)cc1	3.1	-10	30	-1.9	-0.4	·	0.2	1	-5
O=C(NCc1cccc(C(F)(F)F)c1)C1CC(c2ccccc2[N+](=O)[O-])=NO1 (stereo unspecified)	1.1	-6	-5	-2.5	-0.6	2.2	1.8	-5	-3
COc1ccc(CCN2CC(O)=C(c3nc(C)cs3)C2=N)cc1OC	-0.3	0	17	1.6	0.2	2.6	1.9	3	-1
O=C(CN(c1ccc(F)cc1)S(=O)(=O)c1ccc2c(c1)OCCO2)NCc1cccnc1	-0.7	-8	-2	0.8	-1.1	0.1	0.6	1	-4
CCOc1ccccc1CN1CCNC(=O)C1CC(=O)NCCN1CCOC1=O (stereo unspecified)	0.1	6	22	1.0	-1.9	-2.8	-1.1	-3	5
CC(C)OCCCNc1ncnc2c1[nH]c1ccccc12	-2.5	-5	11	0.0	0.8	5.7	3.2	-1	18
Cc1ccc(N2C(=O)C3CCC(c4ccccc4)CC3C2=O)cc1 (stereo unspecified)	0.3	8	3	-0.9	0.3	·	-0.1	1	7
COc1ccc(Cn2c(N)c(C(=O)NCc3ccco3)c3nc4ccccc4nc32)cc1OC	-0.2	6	18	-1.4	3.7	-3.4	0.5	5	3
Nc1ccc2cn[nH]c2c1	1.1	-7	3	-2.8	-0.8	-0.4	0.5	-6	7
C=C(C)COc1ccc2c(C)c(C)c(=O)oc2c1OCC(=C)C	-2.6	2	-6	-4.1	-0.3	0.9	-0.7	-1	12
Cc1cc(=O)n2[nH]c(C)cc2n1	1.0	-5	0	-1.5	0.2	·	-0.3	-4	17
Cc1nnc2sc(-c3cccc4ccccc34)nn12	-0.7	-3	6	-0.3	0.3	0.3	-1.0	-5	20
Next section
SMILES	Mtb UGM inh	BoNT F protease	GDH-TPI counter	FadD28 FP inh	BoNT-A LC inh2	Mtb BioA inh	PfHsp40 rescue	Anthrax LF prot	Mtb FBA inh
COc1ccc(-c2cc3nc(NCc4ccc(N(C)C)cc4)n(C)c(=O)c3s2)cc1OC	·	0	11	-3.5	-0.9	-0.5	·	-9	10
CC(C)CC12CN3CCN(CC(C3)C1O)C2 (stereo unspecified)	2.0	-20	4	0.1	?	-3.5	0.7	?	0
COc1ccc(-c2noc(N3CCC(C(=O)NC(C)c4ccccc4)CC3)n2)cc1 (stereo unspecified)	0.9	-4	4	-4.1	-0.9	-0.4	-0.1	-10	-2
CCN(CC(=O)NCc1cccs1)C(=O)CN(C)S(=O)(=O)c1ccc(C)cc1	0.0	-2	5	-1.8	1.7	·	0.9	-3	-2
CC(C)n1c(C(O)c2ccccc2)nc2ccccc21 (stereo unspecified)	-2.0	-2	6	-5.3	0.5	-1.1	-0.7	-7	-2
CC(C)CCC(C(=O)O)C(C)CC(=O)NC1CCCCC1 (stereo unspecified)	2.2	2	-6	-3.1	0.1	0.8	0.1	2	-1
Cc1nc2cc(NC(=O)N3CCC(c4ccccc4)C3)ccc2n1C (stereo unspecified)	0.1	-9	-3	-2.3	-1.0	1.1	-0.3	-4	1
O=C1c2cccnc2C(=O)N1c1ccccc1-c1ccccc1	3.5	0	-5	0.6	-1.8	·	-0.7	16	3
CC1Nc2ccccc2C(=O)N1NS(C)(=O)=O (stereo unspecified)	1.6	-3	10	0.4	-1.8	·	-0.9	3	50*
Cc1ccc(S(=O)(=O)Oc2ccc(/C=C3\C(=N)N4N=C(S(C)(=O)=O)SC4=NC3=O)cc2)cc1	-0.9	5	14	-36	-0.1	4.8	1.0	0	2
CCCc1nn2c(=O)cc(CSCC(=O)Nc3ccc(OC)cc3)nc2s1	-2.8	-3	-1	-1.7	-1.2	-0.1	-1.3	-1	2
Cn1c2ccccc2c2c(C(=O)N3CCN(C(=O)c4ccco4)CC3)cn(C3CCCCC3)c(=O)c21	-1.6	14	3	-0.4	1.9	·	-0.2	0	18
CCOC(=O)C1CCN(C(=O)c2ccc(OC3CCN(C(=O)COC)CC3)cc2)CC1	·	11	-1	·	0.0	-1.8	-0.2	-3	4
CC(NC(=O)c1cccc(S(=O)(=O)N2CCN(C)CC2)c1)C1CC2CCC1C2 (stereo unspecified)	1.6	2	-2	-1.1	0.3	·	-2.1	0	1
COc1cccc(CNC(=O)CCC2CCCN(C(=O)Cc3ccccc3F)C2)c1 (stereo unspecified)	-0.8	3	8	0.2	-0.2	·	1.2	-6	4
OC(c1ccc2ccccc2c1)c1ncc(-c2cccc3ccccc23)[nH]1 (stereo unspecified)	·	-13	4	-1.2	-0.3	-1.4	·	-6	13
Cc1ccc(Oc2ccc(-c3nc(N)nc(N)n3)cc2)cc1C	1.7	-3	8	-8.1	0.9	-1.3	0.3	4	0
O=P(O)(Cc1ccccc1)Cc1ccccc1	1.8	?	18	-0.9	8.2	-0.9	-0.7	-5	0
CC(=O)C1=CCC(c2cccc3ccccc23)N(S(=O)(=O)c2ccc(C)cc2)C1 (stereo unspecified)	·	-1	·	-2.5	0.2	-2.1	·	-3	-2
CCOc1ccc(CC(=NCCc2ccccc2)C2=C(O)CC(C)(C)CC2=O)cc1OCC	-0.6	-3	5	-2.1	-0.9	2.3	1.4	-4	-1
c1ccc2c(c1)nc(NCC1CCCO1)c1nnnn12 (stereo unspecified)	0.7	-8	15	1.8	-0.5	2.8	0.6	-5	27
O=S(=O)(Nc1ccc(Cl)cc1)c1ccc(N2CCOCC2)c(NC(=S)NCCN2CCOCC2)c1	-1.5	-16	6	-1.3	-3.0	-0.4	-1.2	-4	2
Nc1ccc([N+](=O)[O-])cc1C(=O)NNC(=O)c1ccco1	3.9	5	20	-0.1	-7.0	0.1	-0.9	5	0
O=C(Nc1ccc(Cc2ccncc2)cc1)c1ccc(Br)o1	0.2	10	7	-1.4	0.2	-1.0	0.9	1	-4
COc1ccc([C@@H]2[C@@H]3C(=O)N(C(C)(C)C)C(=O)[C@@H]3[C@]3(Cc4ccc(Cl)cc4)C(=O)N(c4cccc(F)c4)C(=O)N23)cc1	1.6	-11	4	-3.3	-0.1	-1.0	1.4	1	-2

Single records, from the list above.
`COc1ccc(-c2cc3nc(NCc4ccc(N(C)C)cc4)n(C)c(=O)c3s2)cc1OC` as listed: Mtb UGM inh: ·; BoNT F protease: 0; GDH-TPI counter: 11; FadD28 FP inh: -3.5; BoNT-A LC inh2: -0.9; Mtb BioA inh: -0.5; PfHsp40 rescue: ·; Anthrax LF prot: -9; Mtb FBA inh: 10
`CC(C)CCC(C(=O)O)C(C)CC(=O)NC1CCCCC1` (stereo unspecified) as listed: Mtb UGM inh: 2.2; BoNT F protease: 2; GDH-TPI counter: -6; FadD28 FP inh: -3.1; BoNT-A LC inh2: 0.1; Mtb BioA inh: 0.8; PfHsp40 rescue: 0.1; Anthrax LF prot: 2; Mtb FBA inh: -1
`Cc1nc2cc(NC(=O)N3CCC(c4ccccc4)C3)ccc2n1C` (stereo unspecified) as listed: Mtb UGM inh: 0.1; BoNT F protease: -9; GDH-TPI counter: -3; FadD28 FP inh: -2.3; BoNT-A LC inh2: -1.0; Mtb BioA inh: 1.1; PfHsp40 rescue: -0.3; Anthrax LF prot: -4; Mtb FBA inh: 1

(continued)
SMILES	Mtb UGM inh	BoNT F protease	GDH-TPI counter	FadD28 FP inh	BoNT-A LC inh2	Mtb BioA inh	PfHsp40 rescue	Anthrax LF prot	Mtb FBA inh
COc1ccc(NC(=O)COc2ccc3c(c2)CCC3)cc1	-2.2	-3	-10	-3.5	-0.3	·	3.8	-2	2
O=S(=O)(NN=Cc1cccc(Cl)c1)c1ccccc1	·	7	·	-4.2	-0.5	·	·	3	-5
O=c1[nH]c(C2CCN(S(=O)(=O)c3cccc([N+](=O)[O-])c3)CC2)nc2c1nnn2Cc1ccccc1	1.4	-30	-1	-2.5	-6.2	·	0.9	-7	2
S=c1nc(C2CCCCC2)n(-c2ccccc2)[nH]1	0.0	-10	6	-2.9	-0.8	·	14	-12	0
O=C(C1CCN(S(=O)(=O)c2ccc(Cl)cc2)CC1)N1CCN(c2ccccn2)CC1	6.5	-2	-4	-4.7	-0.6	-1.2	0.2	8	6
CCC(C(=O)N1CCN(c2ccccn2)CC1)n1nc(C)n2c(cc3occc32)c1=O (stereo unspecified)	-2.8	-1	8	-1.1	0.3	-1.0	0.6	-3	4
COC(=O)C1=C(c2ccc(OC(F)(F)F)cc2)C[C@@H]2CC[C@H]1N2C(=O)NC1Cc2ccccc2C1	2.0	-2	4	-7.6	0.4	0.8	7.9	-1	-3
CCC1CCCCN1C(=O)c1cc(-c2ccc(Cl)c(Cl)c2)on1 (stereo unspecified)	-4.8	-7	4	-1.2	?	-2.1	2.7	-4	-3
CCN(CC(=O)Nc1ccc(NC(C)=O)cc1)C(=O)CCCOc1cccc(C)c1	-0.7	6	12	-0.5	-0.9	0.8	-1.2	2	6
CC(=O)c1ccc(N2CCN(Cc3nc(Cc4ccccc4)no3)CC2)cc1	0.5	-5	14	-1.1	0.1	·	-0.8	0	1
COCCCNC(=O)C1CCN(c2ccc(N3CCOCC3)nn2)CC1	6.3	1	7	-0.8	-0.2	-3.7	1.0	2	17
CCOC(=O)CC(NS(=O)(=O)c1ccc(NC(C)=O)cc1)c1ccc(OCC)cc1 (stereo unspecified)	1.1	8	7	-2.0	1.0	0.1	-0.8	-3	-8
CCCCn1c(N)c(N(CC)C(=O)c2cccs2)c(=O)[nH]c1=O	-4.4	-4	7	0.6	0.5	-1.9	-2.0	0	2
Cc1cccc(NC(=O)[C@H](C)NC(=O)[C@@H]2Cc3ccccc3CN2C(=O)OC(C)(C)C)c1	1.6	0	-11	-3.7	1.2	1.0	1.3	-2	1
Cc1cc(O)c(C(C[N+](=O)[O-])c2ccc(Cl)cc2)c(=O)o1 (stereo unspecified)	1.8	12	9	0.6	0.4	-6.4	-1.0	0	102*

Source: PubChem (several laboratories)
